Compound activity as filed in PubChem.
BB579 growth dn = chemicals that inhibit yeast BB579 growth in restrictive medium (lifespan-shortening candidates) | inhibition, % at 10 µM | 140,000 compounds, 0.51% hits | AID 804 | S. cerevisiae BB579 growth, OD615, 48 h;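 active = inhibition above a set limit, 3 SD over the mean compound inhibition, cut at about 44% in these data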; note: inactives centre near -24
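System: Saccharomyces cerevisiae DeaD strain BB579, replicative lifespan model yeast | Buffer or medium: Restrictive glucose-based CSMM-D medium | Times: 4 h preincubation and 48 h exposure at 30 °C | Detection: OD615 turbidity measurement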
MRP1 act = activates MRP-1; H69AR cells + doxorubicin, viability rescue, CellTiter-Glo; viability increase, % at 10 µM; 140,000 compounds, 0.61% hits;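 active = viability gain under doxorubicin at or above a set limit, the compound median plus 3 SD, cut at about 4.7% in these data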;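 note: MRP-1 overexpressing cells given doxorubicin 25 µM after compound pretreatment; 18-22 h compound pretreatment then 72 h with doxorubicin before readout; 0% = doxorubicin-only wells and 100% = vehicle-treated cells without doxorubicin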
GALR2 blocker = antagonists of human galanin receptor 2 (GALR2) | inhibition, % at 4 µM | 140,000 compounds, 0.39% hits | GALR2-expressing cells, antagonist mode | AID 828; in the data active = inhibition above about 27%;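 note: cells stimulated with galanin 1-16 at roughly its EC80; 0% = agonist challenge control and 100% = basal control without agonist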
Target sequence (O43603 whole entry, looked up): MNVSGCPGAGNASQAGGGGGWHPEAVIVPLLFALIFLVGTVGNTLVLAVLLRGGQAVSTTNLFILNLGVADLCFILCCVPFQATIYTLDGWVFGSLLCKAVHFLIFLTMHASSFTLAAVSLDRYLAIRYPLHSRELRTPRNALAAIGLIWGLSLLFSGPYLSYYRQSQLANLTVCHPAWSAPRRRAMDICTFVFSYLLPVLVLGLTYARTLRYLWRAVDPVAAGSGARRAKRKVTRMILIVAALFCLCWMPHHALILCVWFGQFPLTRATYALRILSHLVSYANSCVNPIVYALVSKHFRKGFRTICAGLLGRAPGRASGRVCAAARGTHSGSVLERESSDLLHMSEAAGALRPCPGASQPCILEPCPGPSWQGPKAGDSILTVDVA
E-sel TNF inh = TNF alpha driven E-selectin expression inhibition. AID 1246. 120,000 compounds, 0.71% hits. HUVEC TNFa-induced E-selectin immunofluorescence, high content. inhibition, % at 2 µM;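 active = inhibition above the batch mean plus 3 SD, and confirmed as a hit on visual image review, cut at about 43% in these data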;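 note: 0% = TNF-stimulated DMSO wells and 100% = unstimulated control wells; not every result past the cut was called active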
HCT116 bCat-KO = beta-catenin-lacking colon tumor cell growth suppression; HCT116 beta-catenin knockout viability, CellTiter-Glo, 60 h; active compounds read low; viability, % at 10 µM; 140,000 compounds, 1.5% hits; AID 818;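 active = viability at or under a set limit, the compound median less 4 SD, cut at about 6% in these data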;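 note: 0% = Hyamine 1622 control at 20 µM and 100% = untreated cell control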
Phagocyt inh = blocks phagocytosis by macrophages | J774A.1 macrophage IgG-bead phagocytosis, imaging | inhibition, % at 5 µM | 110,000 compounds, 0.07% hits;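 active = inhibition above the mean of the plate negative controls plus 5 SD, cut at about 13% in these data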;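 note: phagocytic index as fraction of beads internalized from green versus red external bead signal; plate controls were DMSO negative control for no effect and cytochalasin-D positive control for full effect; some results beyond the cut were filed as inactive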
Yeast life ext = extends the lifespan of yeast. S. cerevisiae growth with nicotinamide, OD615; deaD strain in restrictive glucose medium. inhibition of the nicotinamide effect, % at 10 µM. 130,000 compounds, 0.68% hits;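 active = inhibition above a set limit, placed 3 SD over the median of all compounds, cut at about 26% in these data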;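 note: 0% = nicotinamide-treated wells and 100% = cells grown without nicotinamide; some compounds called inactive have numbers as strong as hits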
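Test system: DeaD-strain S. cerevisiae / Buffer or medium: restrictive glucose medium / Also added: nicotinamide 1.5 mM / Doses: one concentration, 10 µM, DMSO 0.25% / Schedule: 48 h at 30 °C / Signal: OD615 measurement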
HCT116 PTEN-null = growth suppressors of cells with PTEN tumor suppressor deletion. HCT116 PTEN-null viability, CellTiter-Glo, 60 h; active compounds read low. 140,000 compounds, 1.2% hits. viability, % at 10 µM;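 active = viability at or below a set limit, 4 SD under the median of all tested compounds, cut at about 3.7% in these data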;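 note: PTEN knockout HCT116 line with beta catenin targeted HCT116 as companion control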
Measles CPE = protection of cells from measles virus; Measles virus-infected cells, CPE protection, absorbance; 140,000 compounds, 1.5% hits; protection (pct of control), % at 4 µM; in the data active = protection mostly above about 24%, no sharp cut-off; inactive = mostly below about 26%; note: some compounds called inactive have numbers as strong as hits
NPY-Y2 antag = blocks the human neuropeptide Y Y2 receptor | NPY-Y2 expressing cells, antagonist mode | P49146 | 140,000 compounds, 0.99% hits | AID 793 | inhibition, % at 2.7 µM; in the data active = inhibition above about 17%;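 note: 0% = vehicle with agonist challenge and 100% = reference antagonist with challenge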
Target sequence (P49146 whole entry, looked up): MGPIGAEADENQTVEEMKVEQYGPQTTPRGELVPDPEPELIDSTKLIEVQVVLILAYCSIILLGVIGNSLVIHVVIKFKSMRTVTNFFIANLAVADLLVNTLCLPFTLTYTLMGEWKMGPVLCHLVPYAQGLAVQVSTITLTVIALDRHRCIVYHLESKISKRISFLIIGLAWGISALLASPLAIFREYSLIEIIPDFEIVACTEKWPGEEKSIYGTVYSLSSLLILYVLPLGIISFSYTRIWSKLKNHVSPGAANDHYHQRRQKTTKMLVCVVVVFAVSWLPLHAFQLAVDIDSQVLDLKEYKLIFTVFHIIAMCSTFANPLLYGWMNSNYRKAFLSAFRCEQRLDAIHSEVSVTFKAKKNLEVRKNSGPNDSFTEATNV
Starred values were filed as active, the others as inactive; / = not tested or not shown.

SMILES | BB579 growth dn | MRP1 act | GALR2 blocker | E-sel TNF inh | HCT116 bCat-KO | Phagocyt inh | Yeast life ext | HCT116 PTEN-null | Measles CPE | NPY-Y2 antag
CCC(c1nnnn1C(C)(C)CC)N(CCN1CCOCC1)Cc1cc2cc(C)ccc2[nH]c1=O (stereo unspecified) | -16 | -0.9 | 0 | -19 | 87 | 0 | 10 | 86 | 25 | 7
Cc1ccc2c(C)nc(/N=C(\N)NC(=O)N3c4ccccc4Sc4ccccc43)nc2c1 | -45 | 11* | 6 | -14 | 83 | -3 | -4 | 76 | 4 | 2
Cc1ccc(CNC(=O)COC(=O)c2c(C)noc2C)cc1 | -52 | -0.5 | -4 | 19 | 93 | / | -10 | 92 | 0 | 9
O=C(Nc1ccc(OC(F)(F)F)cc1)c1n[nH]c(Cn2cncn2)n1 | -30 | 4.9* | 10 | 27 | 96 | / | -4 | 83 | 5 | 2
O=C(Nc1ccccc1C(=O)OCn1nnc2ccccc2c1=O)c1ccco1 | -12 | -2.5 | -6 | 4 | 97 | -3 | -13 | 95 | 18 | 2
CCC(C)c1ccc(O)c(/C=N/O)c1 (stereo unspecified) | -74 | -1.8 | 0 | 3 | 99 | -1 | -13 | 105 | 20 | -1
CCOC(=O)N1CCN(C2=NC3(CCCCC3)C(C#N)C(=O)N2)CC1 (stereo unspecified) | -1 | 0.5 | 0 | / | 95 | -1 | -10 | 114 | 11 | -1
Clc1ccccc1OCCN1CCCCC1 | -23 | -2.3 | -4 | / | 110 | 0 | -18 | 91 | 4 | 1
Cc1c(C#N)c2ncn(CC#N)c(=O)c2n1-c1ccccc1 | -2 | 1.1 | 4 | -42 | 92 | -1 | -3 | 101 | 4 | 3
Cc1ccc(-n2nnnc2SCC(=O)NCCC2=CCCCC2)c(C)c1 | -78 | -0.2 | -4 | -28 | 99 | / | -3 | 102 | / | 4
Nc1ccc2[nH]ncc2c1 | -24 | -1.3 | 5 | / | 97 | / | 5 | 97 | 12 | 0
Cc1ccc(S(=O)(=O)N2CCN(C(C(=O)Nc3ccc(F)cc3)c3ccccc3)CC2)cc1 (stereo unspecified) | -22 | -3.5 | -3 | / | 89 | -1 | -1 | 76 | 8 | -2
O=C(O)c1ccc(NCc2ccc3c(c2)OCO3)cc1 | -15 | -0.5 | 1 | / | 98 | -1 | -1 | 92 | 31 | 6
CCCSc1nnc(N2C(=O)CC(c3ccsc3)C3=C2CCCC3=O)s1 (stereo unspecified) | -16 | 0.2 | 10 | / | 97 | -1 | -8 | 106 | 14 | 5
COc1ccc(OC)c(C2C(C#N)=C(N)Oc3c2c(C)nn3-c2ccc(C)cc2)c1 (stereo unspecified) | -37 | -2.5 | -1 | 29 | 92 | -1 | 26 | 89 | 13 | 1
CCn1ncc(C2=NOC(C(=O)NCc3ccccc3)C2)c1C (stereo unspecified) | -13 | -1.1 | -4 | 5 | 15 | 1 | -6 | 19 | 8 | 6
O=S(=O)(c1cccs1)N1CCN(c2ncccn2)CC1 | -24 | -2.2 | 8 | -10 | 80 | / | -6 | 87 | 10 | 1
Cc1ccc(-n2c(C)cc(C(=O)CSc3nnnn3C)c2C)cc1 | -46 | -0.7 | 1 | -14 | 52 | 2 | -8 | 53 | 9 | 4
CC(NC(=O)CSc1nnc(-c2cccc(S(=O)(=O)N3CCCCC3)c2)o1)C12CC3CC(CC(C3)C1)C2 (stereo unspecified) | -24 | -1.6 | -1 | 5 | 49 | -3 | -11 | 53 | 5 | 1
CCCCC(=O)c1c(O)c2ccccc2oc1=O | 40 | -2.4 | 3 | / | 96 | -2 | 21 | 97 | 13 | 3
O=c1c(-c2ccc3c(c2)OCCO3)coc2c(CN3CCOCC3)c(O)ccc12 | -54 | -2.3 | 2 | 9 | 97 | 0 | 17 | 99 | 3 | -2
Cc1ccccc1OCC(=O)NC(=S)Nc1ccc2c3c(cccc13)CC2 | -21 | -3.7 | -6 | 15 | 101 | -1 | 0 | 94 | 5 | 1
Cc1ccc(S(=O)(=O)C2C(=O)NC3(C)CC2c2ccccc2O3)cc1 (stereo unspecified) | -19 | -0.5 | 0 | 6 | 104 | 2 | -5 | 95 | 7 | 0
C=CCc1c(C)nc(C)nc1N/N=C/c1ccc(N(C)C)cc1 | -23 | -1.4 | -11 | 12 | 87 | 0 | 0 | 85 | 2 | 3
O=C(CSc1nnc(-c2ccncc2)n1Cc1ccccc1)NCCc1ccccc1 | -16 | -0.9 | -2 | -7 | 98 | 0 | -8 | 92 | 28 | 1
More results:
SMILES | BB579 growth dn | MRP1 act | GALR2 blocker | E-sel TNF inh | HCT116 bCat-KO | Phagocyt inh | Yeast life ext | HCT116 PTEN-null | Measles CPE | NPY-Y2 antag
CC(NC(=O)Nc1nnc(C(F)(F)F)s1)(C(F)(F)F)C(F)(F)F | -18 | -2.8 | 38* | / | 2.4* | 0 | -8 | 1.8* | 3 | 11
COc1ccccc1OCCn1cc(C#N)c2ccccc21 | -26 | -1.7 | -14 | 7 | 90 | / | / | 93 | 4 | 8
O=C(CCCO)N/N=C/c1cc(Br)ccc1O | -15 | -1.5 | -1 | / | 48 | -2 | 25 | 51 | 10 | 8
Cc1c(CN(C)C(=O)CSc2nc(-c3ccco3)cc(C(F)(F)F)n2)cnn1C | 0 | -2.2 | 5 | 0 | 90 | 0 | -2 | 89 | 20 | 3
CCOc1ccc(S(=O)(=O)Nc2nc3cc(OC)ccc3s2)cc1 | -76 | -0.2 | -6 | -10 | 99 | 0 | 6 | 98 | 28 | 9
O=C(N/N=C/c1cccc(C(F)(F)F)c1)C1CCN(c2ncc(C(F)(F)F)cc2Cl)CC1 | -32 | -7.6 | -4 | 27 | 4.0* | / | 3 | 2.1* | 6 | 2
O=C1NCCN1C(=O)c1cccc(Cl)c1 | -80 | 0.6 | 10 | / | 97 | -5 | 3 | 104 | 2 | -1
CC(=O)NCCn1c(SCC(=O)c2ccc(Cl)cc2)nc2ccccc2c1=O | -5 | -3.3 | 1 | -1 | 96 | 0 | -25 | 102 | 7 | 2
Cc1cc(NC(=O)c2c(F)cccc2Cl)n(-c2nc3ccccc3[nH]2)n1 | -33 | -3.7 | -4 | 12 | 21 | / | -7 | 16 | 4 | 2
CCOc1ccc(C(=S)N2CCCC2)cc1OC | -14 | -0.3 | 18 | / | 99 | / | 0 | 97 | 10 | 0
CO/N=C/c1ccc(N2CCN(C(=O)c3ccc(Cl)cc3Cl)CC2)c([N+](=O)[O-])c1 | -15 | -3.8 | -1 | -3 | 27 | / | -1 | 54 | 4 | 3
CC(=O)N(CCCCN1C(=O)c2ccccc2C1=O)c1ccc(C)cc1 | -19 | 0.6 | 3 | 13 | 99 | 0 | 9 | 112 | 10 | 1
O=C(NC(Cc1ccccc1)C(=O)NCc1ccccn1)c1ccco1 (stereo unspecified) | -43 | -1.0 | -4 | 5 | 106 | / | -15 | 100 | 4 | 1
O=c1c2cnn(-c3ccccc3)c2ncn1CCc1ccccc1 | -39 | -1.5 | -3 | -12 | 88 | -1 | -5 | 82 | 13 | 7
CCC(=O)Nc1nc2nc(-c3ccccc3)cc(-c3ccccc3)n2n1 | -34 | -0.6 | -4 | 8 | 91 | 1 | -1 | 103 | 12 | 0
Cc1ccc(CCNC(=O)CCNS(=O)(=O)c2ccc3c(c2)c(=O)n(C)c(=O)n3C)cc1 | -26 | 0.1 | -4 | / | 87 | 0 | -8 | 87 | 4 | 0
COc1ccc(-c2ccc(-c3noc(-c4ccccc4C)n3)c(OC)n2)cc1 | -58 | 1.4 | -20 | 22 | 89 | -3 | -5 | 95 | 4 | 1
O=C(c1ccc(COc2ccc3ccccc3c2)o1)N1N=C(C(F)F)CC1(O)C(F)F (stereo unspecified) | -29 | -0.5 | -1 | 42 | 93 | -2 | 2 | 95 | 7 | -1
CCCCn1c(Cl)nc2c1c(=O)n(C)c(=O)n2C | -48 | -3.6 | 5 | -19 | 85 | / | -14 | 96 | 3 | 1
Cc1cccnc1NC(=O)c1ccc([N+](=O)[O-])o1 | -1 | -1.4 | -9 | / | 56 | -1 | 3 | 45 | 6 | 5
COc1ccc(OC)c(C2C(C(=O)N(C)C)=C(C)Nc3nc4ccccc4n32)c1 (stereo unspecified) | -21 | -3.0 | 6 | -30 | 71 | -1 | -27 | 82 | 5 | 3
O=C(CCCCn1c(=O)c2ccccc2n(Cc2ccc(Cl)cc2)c1=O)NCc1ccco1 | -51 | -1.0 | -1 | -25 | 53 | / | 2 | 42 | 16 | 2
O=C1CCCc2c1[nH]c1ccc(Br)cc21 | -30 | -0.8 | 19 | 71* | 93 | 0 | / | 96 | 6 | 1
CCOc1ccc(C(=O)N2CCN(C(=O)c3ccco3)CC2)cc1OCC | 6 | 0.2 | 0 | -34 | 98 | -1 | 41 | 101 | 19 | 0
COCCOCC(O)CN1CCN(c2ccccc2)CC1 (stereo unspecified) | -32 | -0.5 | 9 | / | 88 | 0 | -10 | 85 | 13 | 2
Remaining list, next part.
SMILES | BB579 growth dn | MRP1 act | GALR2 blocker | E-sel TNF inh | HCT116 bCat-KO | Phagocyt inh | Yeast life ext | HCT116 PTEN-null | Measles CPE | NPY-Y2 antag
Cc1csc(NC(=O)CCNC(=O)c2ccc([N+](=O)[O-])cc2)n1 | -22 | 1.8 | -6 | 16 | 91 | -2 | 4 | 92 | 10 | 2
S=C(NCCc1ccccc1)Nc1ccc(Br)cc1 | -11 | -3.5 | 10 | 14 | 66 | -7 | 3 | 55 | 1 | 2
CCN(CC(=O)NCCc1ccccc1)S(=O)(=O)c1ccc(Br)cc1 | -10 | 0.1 | 11 | 2 | 96 | 0 | -13 | 94 | 22 | -1
COc1ccc(C(=O)NNC(=O)Nc2ccc(C)cc2)cc1 | -2 | 0.5 | 9 | / | 94 | -4 | 1 | 90 | 26 | 2
CCn1nccc1C(=O)NC1=C(C#N)CCC1 | -56 | -1.2 | 7 | -13 | 93 | 2 | -12 | 96 | 2 | -1
O=S(=O)(c1cccc2cccnc12)N1CCOCC1 | 31 | -2.8 | -12 | -12 | 107 | 6 | -1 | 92 | 12 | 1
Cc1ccc(OCC(=O)c2cc(C)n(C)c2C)c([N+](=O)[O-])n1 | -33 | -4.1 | -5 | -46 | 10 | 0 | 2 | 9 | 8 | 2
O=C(Nc1ccc(N2CCOCC2)cc1)Nc1ccc2nc(-c3ccco3)c(-c3ccco3)nc2c1 | -44 | -3.1 | 32* | -28 | 79 | / | -4 | 48 | 6 | -3

Profiles, quoted from the list.
O=S(=O)(c1cccc2cccnc12)N1CCOCC1 is listed as BB579 growth dn: 31; MRP1 act: -2.8; GALR2 blocker: -12; E-sel TNF inh: -12; HCT116 bCat-KO: 107; Phagocyt inh: 6; Yeast life ext: -1; HCT116 PTEN-null: 92; Measles CPE: 12; NPY-Y2 antag: 1
Cc1csc(NC(=O)CCNC(=O)c2ccc([N+](=O)[O-])cc2)n1 is listed as BB579 growth dn: -22; MRP1 act: 1.8; GALR2 blocker: -6; E-sel TNF inh: 16; HCT116 bCat-KO: 91; Phagocyt inh: -2; Yeast life ext: 4; HCT116 PTEN-null: 92; Measles CPE: 10; NPY-Y2 antag: 2
